# Compound activity: PubChem BioAssay, several laboratories
# EBV LMP1 NFkB – EBV LMP1-driven NF-kappaB luciferase reporter inhibitors, primary screen, cell-based, luminescence, single point; LMP1-induced NF-kappaB luciferase reporter cells; inhibition, % at 12.5 µM; hit rate 0.69% among 350,000; AID 504558, 2011; in the data active = inhibition above about 41%;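 also: 0% = neutral control wells and 100% = reference inhibitor control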
# NR5A2 inv ag – LRH-1 (NR5A2) inverse agonists, primary screen, cell-based, luminescence, HEK293T, StAR-luciferase reporter | LRH-1 transfected, 24 h | inhibition, % at 3.6 µM | AID 602396, 2012 | Nuclear receptor subfamily 5 group A member 2 (Homo sapiens), O00482 | hit rate 0.13% among 360,000;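 active = inhibition above the mean inhibition of all tested compounds plus 3 SD, cut at about 73% in these data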;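 also: 0% = DMSO wells and 100% = reporter-only cells lacking LRH-1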
# NCOA3 inh – SRC3 coactivator transcriptional activity inhibitors, primary screen, cell-based, luminescence; Nuclear receptor coactivator 3 (Homo sapiens), Q9Y6Q9; HEK293 GAL4-SRC3 luciferase reporter; AID 588352, 2011; hit rate 0.17% among 360,000; inhibition, % at 3.6 µM;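 active = inhibition above a per-campaign cutoff, the mean of all compounds plus 3 SD, cut at about 60% in these data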;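 also: 0% = DMSO-treated cells and 100% = gossypol-treated cells at 36 µM; higher means less SRC3-driven luciferase light from the GAL4 reporter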
# NR2F2 inh – NR2F2 transcriptional activity inhibitors, primary screen, cell-based, luciferase reporter, HEK293T, luminescence; inhibition, % at 8.6 µM; hit rate 0.7% among 370,000; AID 686940, 2013; HEK293T NGFI-A luciferase reporter;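 active = inhibition above a per-plate cutoff, mean inhibition of test wells between control levels plus 3 SD, cut at about 38% in these data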;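 also: cells cotransfected with COUP-TFII expression vector driving the NGFI-A reporter; 0% = median of COUP-TF2 test wells and 100% = reporter-only cells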
# SRC1 inh – SRC1 coactivator transcriptional activity inhibitors, primary screen, cell-based, luminescence. Nuclear receptor coactivator 1 (Homo sapiens), Q15788. HEK293 GAL4-SRC1 luciferase reporter. inhibition, % at 3.6 µM. hit rate 0.12% among 360,000;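 active = inhibition above the campaign mean plus 3 SD, with each screening campaign given its own cutoff, cut at about 60% in these data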;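 also: 0% = DMSO treated cells and 100% = gossypol at 36 µM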
# TWEAK Fn14 block – inhibitors of TWEAK-Fn14 signaling, primary screen, luciferase reporter cells, uHTS; TWEAK-stimulated Fn14 reporter cells, luciferase luminescence, 8 h; inhibition, % at 10 µM; hit rate 2% among 360,000; in the data active = inhibition above about 50%
# TRAIL sens C8 – viability loss with TRAIL in NB7+C8 cells, primary screen, TRAIL sensitizer project, cell-based, ATPlite luminescence; inhibition (viability loss, TRAIL sensitization), % at 10 µM; hit rate 1% among 360,000; AID 624354, 2012;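 active = compounds causing at least 50% loss of cell viability in the single-dose screen, relative to plate controls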
# KKLEB tox – cytotoxicity in KKLEB CF airway cells, primary screen, cytotoxicity control for CF NF-kB inhibitor project, cell-based, uHTS, fluorescence assay plates. activity change (cytotoxicity), % at 5 µM. KKLEB CF airway cells viability, ATPlite luminescence, overnight; active compounds read low; cells stimulated with P. aeruginosa culture filtrate. hit rate 0.36% among 360,000. AID 602141, 2011;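 active = corrected activity change at or below -50% at 5 µM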
# TROY signal inh – inhibitors of TROY-driven NF-kB signaling, primary screen, Q293 LMP1-TROYcd cells, NF-kB luciferase, uHTS; Q293 LMP1-TROYcd NF-kB luciferase reporter, 4 h; inhibition, % at 10 µM; hit rate 0.98% among 360,000; AID 1347056, 2019;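 active = compounds whose plate-normalised and pattern-corrected inhibition of the luciferase reporter signal at the single screening dose is 50% or more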
# SRC2 inh – inhibition of GAL4-SRC2 driven luciferase reporter, primary screen, SRC2 inhibitor project, cell-based, luminescence | HEK293 GAL4-SRC2 luciferase reporter | Nuclear receptor coactivator 2 (Homo sapiens), Q15596 | inhibition, % at 9 µM | AID 651957, 2012 | hit rate 0.17% among 370,000;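 active = inhibition above the mean inhibition of all tested compounds plus 3 SD, set per campaign, cut at about 52% in these data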;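 also: 0% = DMSO treated cells and 100% = cells given Gossypol at 36 µM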
# CF NFkB block – inhibitors of PAF-induced NF-kB signaling, primary screen, cell-based, GFP fluorescence, uHTS; hit rate 0.86% among 360,000; inhibition, % at 5 µM; KKLEB NF-kB-GFP reporter, GFP fluorescence overnight;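 active = at least 50% inhibition at 5 µM, scaled per plate between neutral and stimulator controls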;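 also: PAF is a Pseudomonas aeruginosa culture filtrate used as stimulus; plate controls were PAF-stimulated DMSO wells for no effect and unstimulated DMSO wells for full effect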
# Active calls of the source: *; · = no result given. This is a random part of the collection. About 4.2% of those tested had a hit in this group.
SMILES,EBV LMP1 NFkB,NR5A2 inv ag,NCOA3 inh,NR2F2 inh,SRC1 inh,TWEAK Fn14 block,TRAIL sens C8,KKLEB tox,TROY signal inh,SRC2 inh,CF NFkB block
C[C@H](O)[C@@H]1C(=O)N2CCc3c([nH]c4ccccc34)[C@@H]2C[C@@H]1N(C)C(=O)c1ccco1,·,-15,-10,-13,-10,14,2,-7,4,-33,6
O=C(NC(=S)Nc1ccc(N2CCCCC2)cc1)c1ccco1,-25,-90,-77,-27,-73,9,24,-17,2,-53,-10
COc1cccc(-c2nc(N3CC(C)CC(C)C3)c3ccccc3n2)c1O (stereo not drawn),4,9,20,13,-8,16,-1,6,-36,-12,-5
CNC(=O)c1cc(OCC(F)(F)F)ccc1OCC(F)(F)F,-6,13,8,8,-5,3,2,0,-15,2,1
COCC(=O)Nc1cc(C(=O)NCC(C)C)ccc1Cl,-2,15,-1,-6,17,-3,-8,12,6,-12,1
O=C(NC1CCCCC1)N(Cc1cc2cc3c(cc2[nH]c1=O)OCCO3)CC1CCCO1 (stereo not drawn),-3,20,15,-13,17,-10,0,4,-8,-11,-4
Cc1ccc(C(c2c(C)[nH][nH]c2=O)c2c(C)[nH][nH]c2=O)cc1,3,17,13,16,2,-8,-15,4,31,6,-4
COc1ccccc1CNC(=O)C(CC(C)C)NC(=O)C1CCC(C)CC1 (stereo not drawn),-13,-2,-5,5,-9,10,-2,1,-12,5,6
O=C1CCC/C1=c1\s/c(=C\c2cccnc2)c(=O)n1-c1ccccc1,7,35,30,4,-5,31,-4,-1,27,2,29
CC[C@]12c3[nH]c4cc(CCC(=O)N(C)C)ccc4c3CCN1C(=O)[C@@H](CC(=O)NCCCn1ccnc1)C[C@@H]2C(=O)N1CCN(C(=O)C2CC2)CC1,-3,0,-16,12,-1,1,-15,1,-9,1,7
COc1cc(OC)c(NC(=O)CCNS(=O)(=O)c2cc(Br)cnc2N)cc1Cl,-6,-8,1,5,10,4,-20,4,-6,11,10
COc1ccc2oc(C(=O)OCC(=O)Nc3ccc(N4CCOCC4)cc3)c(C)c2c1,4,-19,-7,19,-6,-3,4,15,-7,-10,-3
CCOc1ccc(NC(=O)c2cccnc2C(=O)O)cc1,8,-7,7,-4,-5,1,8,-7,-25,-27,7
COC(=O)c1ccsc1NC(=O)CSc1nnnn1Cc1ccccc1,-10,-11,17,10,3,8,-18,-1,12,-7,14
C/C(O)=C(\C#N)c1nnc2n1CCCCC2,-1,27,-1,-2,7,-16,-1,0,-2,-5,-1
COc1ccc(CNC(=O)CSc2nnnn2-c2ccccc2)cc1,8,16,-4,-6,10,-1,4,-5,-1,-15,0
O=C(COc1ccccc1Cl)Nc1ccc(C(=O)N2CCCCC2)cc1,-8,-5,5,-7,14,5,2,-11,5,2,11
CCN1C(=O)c2cccc3c(Cl)ccc(c23)C1=O,-2,-9,-11,4,4,-20,8,7,-10,-3,-69
C=CCC1NS(=O)(=O)OC(CCc2ccccc2)C1O (stereo not drawn),-4,1,-6,6,1,11,6,-2,-12,7,-5
CC(=O)Nc1cccc([N+](=O)[O-])c1,0,8,1,-6,-5,20,1,-10,14,-10,2
CCc1cc2c(SCC(=O)NC3CCCC3)ncnc2s1,1,7,2,11,-25,-32,-8,0,-11,-17,-9
COC(=O)C1NN=C(C(=O)c2ccccc2)C1c1ccccc1 (stereo not drawn),-10,-11,9,12,7,1,0,0,-33,7,1
CCn1nnc(-c2ccccc2NS(=O)(=O)c2ccc(S(=O)(=O)N(C)C3CCCCC3)cc2)n1,-7,14,5,20,2,17,-13,0,-5,13,12
COC(=O)C(=O)C/C(=N/Nc1ncnc2ccccc12)c1ccc(Cl)cc1,-6,-27,-49,-5,-39,0,5,-17,-25,-5,-1
O=c1[nH]nc(-c2ccc(NCCO)c([N+](=O)[O-])c2)c2ccccc12,9,16,-34,-16,-6,-13,-14,-16,-27,-22,35
CCN(C(=O)Cn1cc(C(C)=O)c2ccccc21)c1ccccc1,-4,9,1,-5,4,13,-3,9,-3,4,4
O=S(=O)([N-]c1nc2ccccc2nc1-n1cc[n+](Cc2ccccc2)c1)c1ccc(Cl)cc1,-60,-2,17,9,-18,-6,-15,0,-5,7,11
Cc1cc(C)cc(C(=O)NC2C(=O)N3C(C(=O)O)=C(CSc4nnc(C)s4)CSC23)c1 (stereo not drawn),-4,7,5,4,-4,13,5,4,20,12,7
CN1CCN(C(c2cccc(Cl)c2)c2ccccc2Cl)CC1 (stereo not drawn),-3,-17,22,8,16,27,17,-20,-8,21,21
Cc1ccc(NC(=S)N(CCCN2CCOCC2)Cc2ccco2)cc1C,11,5,-3,2,5,14,-9,5,9,2,-10

# 11 of the compounds above, bar-delimited:
SMILES | EBV LMP1 NFkB | NR5A2 inv ag | NCOA3 inh | NR2F2 inh | SRC1 inh | TWEAK Fn14 block | TRAIL sens C8 | KKLEB tox | TROY signal inh | SRC2 inh | CF NFkB block
COc1ccc(CNC(=O)CSc2nnnn2-c2ccccc2)cc1 | 8 | 16 | -4 | -6 | 10 | -1 | 4 | -5 | -1 | -15 | 0
O=C(COc1ccccc1Cl)Nc1ccc(C(=O)N2CCCCC2)cc1 | -8 | -5 | 5 | -7 | 14 | 5 | 2 | -11 | 5 | 2 | 11
CCN1C(=O)c2cccc3c(Cl)ccc(c23)C1=O | -2 | -9 | -11 | 4 | 4 | -20 | 8 | 7 | -10 | -3 | -69
C=CCC1NS(=O)(=O)OC(CCc2ccccc2)C1O (stereo not drawn) | -4 | 1 | -6 | 6 | 1 | 11 | 6 | -2 | -12 | 7 | -5
CC(=O)Nc1cccc([N+](=O)[O-])c1 | 0 | 8 | 1 | -6 | -5 | 20 | 1 | -10 | 14 | -10 | 2
CCc1cc2c(SCC(=O)NC3CCCC3)ncnc2s1 | 1 | 7 | 2 | 11 | -25 | -32 | -8 | 0 | -11 | -17 | -9
COC(=O)C1NN=C(C(=O)c2ccccc2)C1c1ccccc1 (stereo not drawn) | -10 | -11 | 9 | 12 | 7 | 1 | 0 | 0 | -33 | 7 | 1
CCn1nnc(-c2ccccc2NS(=O)(=O)c2ccc(S(=O)(=O)N(C)C3CCCCC3)cc2)n1 | -7 | 14 | 5 | 20 | 2 | 17 | -13 | 0 | -5 | 13 | 12
COC(=O)C(=O)C/C(=N/Nc1ncnc2ccccc12)c1ccc(Cl)cc1 | -6 | -27 | -49 | -5 | -39 | 0 | 5 | -17 | -25 | -5 | -1
O=c1[nH]nc(-c2ccc(NCCO)c([N+](=O)[O-])c2)c2ccccc12 | 9 | 16 | -34 | -16 | -6 | -13 | -14 | -16 | -27 | -22 | 35
CCN(C(=O)Cn1cc(C(C)=O)c2ccccc21)c1ccccc1 | -4 | 9 | 1 | -5 | 4 | 13 | -3 | 9 | -3 | 4 | 4

# Carrying on.
SMILES,EBV LMP1 NFkB,NR5A2 inv ag,NCOA3 inh,NR2F2 inh,SRC1 inh,TWEAK Fn14 block,TRAIL sens C8,KKLEB tox,TROY signal inh,SRC2 inh,CF NFkB block
O=C(O)Cc1ccc(C(=O)c2cccs2)s1,-3,5,12,9,-2,-19,10,-1,-32,2,-7
COc1cc(/C=C/C(=O)OCC(=O)Nc2ccc(C)c(S(=O)(=O)N3CCCCC3)c2)ccc1O,-7,-16,-1,4,13,32,15,-1,10,-14,-10
CN(CC(=O)Nc1ccccc1Br)C(=O)CNC(=O)c1ccc2c(c1)OCO2,-2,8,20,-10,-5,8,-12,6,-26,17,2
O=P(O)(CCc1ccccc1)CN1CCCCC1,-2,3,10,-15,8,4,9,0,-3,6,-15
Cc1ccccc1NC(=O)c1ccccc1-c1ccccc1,-2,-2,-6,-8,-12,-23,-14,-10,-3,19,-2
COc1ccc(-c2nn3c(-c4ccccc4)nnc3s2)cc1OC,2,8,-5,-2,-69,-33,0,-5,4,-3,-23
CC1C(=O)Nc2ccccc2N1C(=O)c1ccccc1 (stereo not drawn),-9,0,15,-8,-12,3,-8,-7,8,-32,0
O=S(=O)(c1ccc(Cl)cc1Br)N1CCCCC1,-4,11,11,14,7,0,4,-7,9,10,8
Cc1cnnc2ccc3c(no[n+]3[O-])c12,0,21,5,-11,-7,-3,3,4,3,-30,2
C=CCC(CC=C)(NC(=O)c1ccccc1C)c1ccccc1,5,11,13,4,14,-21,1,-4,0,12,2
COCCCNC(c1ccccc1)c1ccncc1 (stereo not drawn),1,5,-51,3,3,8,7,10,-4,3,-25
Cc1cccc(C)c1-n1nnnc1C1(C)CCC(=O)N1Cc1cccc(C(F)(F)F)c1 (stereo not drawn),·,22,·,10,·,-5,-5,·,-8,11,·
COc1ccccc1NC(=O)C(C)OC(=O)CN1C(=O)C2CC=CCC2C1=O (stereo not drawn),0,3,-2,-24,6,-4,-3,8,-20,-20,-6
COC(=O)c1sccc1NC(=O)c1c(C)c(-c2cccc(Cl)c2)nc2ccccc12,7,3,9,3,8,21,-2,-14,13,-44,22
CC(=O)Nc1ccc2nc(NC(=O)c3ccc([N+](=O)[O-])o3)sc2c1,-7,44,-15,3,-3,24,40,-24,-2,1,81*
COC(CN(C)C(=O)c1ccc2c(c1)NC(=O)c1ccccc1S2)OC,3,4,-1,-2,10,18,-12,1,2,4,-6
CCCCn1c(N)c(N(Cc2ccccc2OC)C(=O)CSCC(=O)Nc2cccc(C)c2)c(=O)[nH]c1=O,-4,4,-3,18,-13,-4,-12,3,9,-1,4
Cc1ccsc1C(=O)Nc1nc2ccccc2[nH]1,6,-137,-64,-29,-88,49,60*,1,13,-47,-22
Cc1ccc(S(=O)(=O)N2CCC(CN3C(=O)c4cccc5cccc(c45)C3=O)CC2)cc1,-1,-6,-3,0,-6,-13,-14,5,-14,8,-3
NC(=O)C1CCN(C(=O)COc2ccc3c4c(c(=O)oc3c2)CCC4)CC1,-6,45,18,1,-15,-5,0,2,-11,-30,-24
O=[N+]([O-])c1ccc(OCC(O)CNCCNc2nccc(C(F)(F)F)n2)cc1 (stereo not drawn),-4,-8,18,-2,-3,0,16,-2,-5,6,-16
